ATG4B inh: ATG4B protease inhibitors, primary screen, biochemical, fluorescence, uHTS. Cysteine protease ATG4B (Homo sapiens), Q9Y4P1. AID 504462, 2011. inhibition, % at 8.33 µM. ATG4B cleavage of LC3-PLA2, NBD-HPC fluorescence, 1 h. hit rate 0.51% among 340,000; in the data active = inhibition above about 40%
MPTP inh: mitochondrial permeability transition pore inhibitors, primary screen, biochemical, isolated mouse mitochondria, absorbance; Ca2+ swelling absorbance, 30 min; inhibition, % at 10 µM; hit rate 1.4% among 360,000; AID 602449, 2012;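 active = inhibition of 50% or more, scaled per plate between neutral and stimulator controls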;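 also: 0% = DMSO wells given calcium and 100% = 1 mM EGTA wells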
SENP8 inh: human SENP8 protease inhibitors, primary screen, biochemical, fluorescence, Nedd8 protein substrate, uHTS; recombinant SENP8; inhibition, % at 20 µM; hit rate 0.64% among 360,000; AID 602440, 2012; Sentrin-specific protease 8 (Homo sapiens), Q96LD8; in the data active = inhibition mostly above about 40%, no sharp cut-off; inactive = mostly below about 27%
Target sequence (Q96LD8 whole entry, looked up): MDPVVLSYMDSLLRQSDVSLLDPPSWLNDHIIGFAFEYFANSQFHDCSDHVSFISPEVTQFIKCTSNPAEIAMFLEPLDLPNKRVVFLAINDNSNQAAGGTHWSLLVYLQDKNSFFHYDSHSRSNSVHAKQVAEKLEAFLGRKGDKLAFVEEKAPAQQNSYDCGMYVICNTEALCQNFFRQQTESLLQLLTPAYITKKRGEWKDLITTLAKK
SENP1 inh: human SENP1 catalytic domain inhibitors, primary screen, biochemical, FRET, uHTS | recombinant SENP1 catalytic domain, CyPet-SUMO1-YPet FRET cleavage | inhibition, % at 10 µM | hit rate 0.21% among 360,000;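 active = inhibition at least 30% at 10 µM, raw YFP signal under a set limit, fluorescence ratio 0.5 to 1.5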;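 also: 0% = enzyme with DMSO and 100% = no enzyme wells; some results filed as inactive read as strong as hits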
Target sequence (Q9P0U3 419-644 limits assumed): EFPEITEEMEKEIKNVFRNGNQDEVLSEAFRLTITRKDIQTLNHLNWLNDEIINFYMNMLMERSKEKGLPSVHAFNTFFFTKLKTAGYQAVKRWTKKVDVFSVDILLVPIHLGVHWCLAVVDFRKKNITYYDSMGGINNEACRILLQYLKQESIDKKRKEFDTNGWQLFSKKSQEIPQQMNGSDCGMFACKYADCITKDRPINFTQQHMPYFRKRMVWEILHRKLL
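Test system: human SENP1 catalytic domain; medium: Tris pH 8 buffer plus EDTA, NaCl, BME, BSA, NP40, catalase; incubation: 50 min reaction at room temperature; technique: FRET, CFP and YFP emission; controls: no-enzyme low control and enzyme-plus-DMSO high control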
PfG6PD inh: PfG6PD enzyme inhibitors, primary screen, biochemical, fluorescence intensity, uHTS. hit rate 0.78% among 350,000. PfGluPho enzyme, NADPH resazurin-diaphorase fluorescence. inhibition, % at 20 µM. glucose-6-phosphate dehydrogenase-6-phosphogluconolactonase (Plasmodium falciparum 3D7);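 active = inhibition reaching at least a set limit at 20 µM in the primary screen, cut at about 59% in these data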;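 also: 0% = DMSO wells with substrate and 100% = DMSO wells lacking glucose-6-phosphate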
SENP6 inh: SENP6 protease inhibitors, primary screen, biochemical, luminescence, uHTS; hit rate 1.8% among 330,000; inhibition, % at 10 µM; Sentrin-specific protease 6 (Homo sapiens), Q9GZR1; Recombinant SENP6 catalytic domain, aminoluciferin luminescence;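 active = inhibition above about 50% at the single tested dose, limit read from the data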;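 also: plate controls were DMSO wells with enzyme for no effect and DMSO wells lacking enzyme for full effect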
Target sequence (Q9GZR1 628-1112 limits assumed): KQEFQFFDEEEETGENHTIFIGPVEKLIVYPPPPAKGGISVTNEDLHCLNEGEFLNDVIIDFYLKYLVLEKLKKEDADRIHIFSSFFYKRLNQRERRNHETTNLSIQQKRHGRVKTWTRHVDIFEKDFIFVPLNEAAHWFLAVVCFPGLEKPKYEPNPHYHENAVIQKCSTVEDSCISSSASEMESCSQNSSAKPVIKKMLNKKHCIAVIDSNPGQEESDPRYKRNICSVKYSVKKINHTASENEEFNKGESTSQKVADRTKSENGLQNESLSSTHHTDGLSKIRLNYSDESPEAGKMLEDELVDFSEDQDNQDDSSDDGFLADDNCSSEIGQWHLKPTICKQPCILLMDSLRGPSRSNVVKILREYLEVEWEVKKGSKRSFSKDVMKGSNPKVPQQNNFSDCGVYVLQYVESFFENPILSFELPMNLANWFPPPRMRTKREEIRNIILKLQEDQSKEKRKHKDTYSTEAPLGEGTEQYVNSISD
NR3A LBD binder: binders of NR3A ligand-binding domain, primary screen, biophysical, differential scanning fluorimetry, uHTS. Glutamate receptor ionotropic, NMDA 3A (GRIN3A) ligand-binding domain. NR3A LBD differential scanning fluorimetry, Tm shift; 0% = protein alone, 100% = glycine-bound protein. Tm shift relative to glycine control, % at 25 µM. hit rate 2.5% among 340,000. AID 1259313, 2017;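 active = melting temperature shift of at least 10% of the positive control shift, at one fixed dose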
hIAP activ: human IAP activators, primary screen, biochemical, luminescence, uHTS. hit rate 0.16% among 330,000. purified human IAP, CDP-Star luminescence, 30 min; active compounds read high; 1 = vehicle-only enzyme, 0 = enzyme-free background. Intestinal-type alkaline phosphatase (Homo sapiens), P09923. activation factor at 10 µM;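 active = activation factor of the enzyme at least 2-fold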; also: the source names both 10 and 20 µM as test concentration; values of inactives mirror those of a sister screen read the other way
The depositor's hits bear a star.

Screening COc1cccc(NC(=O)CSc2nc(N)cc(N)n2)c1 returned ATG4B inh -2, MPTP inh 1.3, SENP8 inh 4, SENP1 inh -2, PfG6PD inh 8, SENP6 inh -18, NR3A LBD binder -3 and hIAP activ 0.95.
For CC(C)(CNC(=O)c1ccc(S(=O)(=O)Nc2ccccc2F)cc1)N1CCOCC1 the results were ATG4B inh -2, MPTP inh -3.4, SENP8 inh 13, SENP1 inh 4, PfG6PD inh -6, SENP6 inh -6, NR3A LBD binder -1 and hIAP activ 1.
For O=C(Cn1cc(C(=O)C2CC2)c2ccccc21)NCc1ccc2c(c1)OCO2 the results were ATG4B inh -7, MPTP inh 0.6, SENP8 inh 12, SENP1 inh -2, PfG6PD inh -12, SENP6 inh -8, NR3A LBD binder -1 and hIAP activ 0.88.
`FC(F)(F)c1ccnc(NCc2ccco2)n1` gave ATG4B inh -6, MPTP inh -0.4, SENP8 inh 7, SENP1 inh 0, PfG6PD inh -4, SENP6 inh -8, NR3A LBD binder 0 and hIAP activ 0.95.
For COc1cccc(-c2nnc(SCC(=O)N3CCCC3=O)n2-c2ccccc2)c1 the results were ATG4B inh -2, MPTP inh 0.8, SENP8 inh 1, SENP1 inh 3, PfG6PD inh -5, SENP6 inh -10, NR3A LBD binder 0 and hIAP activ 0.78.
For CCOC(=O)c1c(C)cc(C)[nH]c1=O the results were ATG4B inh 11, MPTP inh 0.8, SENP8 inh -17, SENP1 inh 0, PfG6PD inh -21, SENP6 inh -26, NR3A LBD binder 7 and hIAP activ 1.1.
Screening O=C1N=C(N2CCCCC2)SC1=C1CCCCC1 returned ATG4B inh -3, MPTP inh -2.5, SENP8 inh 8, SENP1 inh 0, PfG6PD inh 5, SENP6 inh 29, NR3A LBD binder 1 and hIAP activ 0.9.
`COc1ccc(C#Cc2ccc3c(=O)c4ccccc4n(C)c3c2)cc1` gave ATG4B inh 1, PfG6PD inh 17, SENP6 inh -8, NR3A LBD binder 6 and hIAP activ 1.2.
For COc1cc(-c2nnc(Sc3ccc(C(F)(F)F)cc3[N+](=O)[O-])o2)cc(OC)c1OC the results were ATG4B inh 6, MPTP inh 0.9, SENP8 inh -22, SENP1 inh 1, PfG6PD inh 2, SENP6 inh -10, NR3A LBD binder 2 and hIAP activ 0.91.
Screening COC(=O)[C@@]1(Cc2ccc(F)cc2)[C@H]2c3cc(C(=O)N(C)C)n(Cc4ccc(OC)c(OC)c4)c3C[C@H]2CN1C(=O)c1ccccc1 returned ATG4B inh -20, PfG6PD inh 18, SENP6 inh -2, NR3A LBD binder 0 and hIAP activ 0.92.
`O=C(O)C1C2C=CC(C2)C1C(=O)N1CCN(CCO)CC1` (configuration not stated) gave ATG4B inh 2, MPTP inh -0.3, SENP8 inh 17, SENP1 inh 3, PfG6PD inh -6, SENP6 inh 13, NR3A LBD binder 0 and hIAP activ 0.89.
Screening C#CCOCCOCCOCCNc1nc(N2CCN(C(=O)Cn3cc(CCO)nn3)CC2)nc(N2CCN(C(=O)[C@H]([C@@H](C)CC)n3cc(CCCCN)nn3)CC2)n1 returned ATG4B inh -6, MPTP inh 0.6, SENP8 inh 19, SENP1 inh 2, PfG6PD inh 12 and NR3A LBD binder 2.
`CCOC(=O)c1c(/N=C/N(C)C)sc(C=O)c1-c1ccccc1` gave ATG4B inh 7, MPTP inh 8.8, SENP8 inh -170, SENP1 inh -149, PfG6PD inh 2, SENP6 inh -16, NR3A LBD binder -2 and hIAP activ 1.1.
`COc1ccc(OC)c(CNC(=O)C(C)n2nc(C)c3c(C)n(-c4ccccc4)nc3c2=O)c1` (configuration not stated) gave ATG4B inh 2, MPTP inh -2.6, SENP8 inh 8, SENP1 inh -1, PfG6PD inh 1, SENP6 inh -3, NR3A LBD binder 0 and hIAP activ 1.4.
`COc1c(C)cccc1C(=O)NC(=S)Nc1cccc2nsnc12` gave ATG4B inh 6, MPTP inh 0.9, SENP8 inh -38, SENP1 inh -3, PfG6PD inh 20 and NR3A LBD binder -1.

Part of the list above in order of SMILES length, highest first:
Screening COC(=O)[C@@]1(Cc2ccc(F)cc2)[C@H]2c3cc(C(=O)N(C)C)n(Cc4ccc(OC)c(OC)c4)c3C[C@H]2CN1C(=O)c1ccccc1 returned ATG4B inh -20, PfG6PD inh 18, SENP6 inh -2, NR3A LBD binder 0 and hIAP activ 0.92.
`COc1c(C)cccc1C(=O)NC(=S)Nc1cccc2nsnc12` gave ATG4B inh 6, MPTP inh 0.9, SENP8 inh -38, SENP1 inh -3, PfG6PD inh 20 and NR3A LBD binder -1.
Screening COc1cccc(NC(=O)CSc2nc(N)cc(N)n2)c1 returned ATG4B inh -2, MPTP inh 1.3, SENP8 inh 4, SENP1 inh -2, PfG6PD inh 8, SENP6 inh -18, NR3A LBD binder -3 and hIAP activ 0.95.

The main list resumes, starting 3 compounds before the break.
`CCOC(=O)c1c(/N=C/N(C)C)sc(C=O)c1-c1ccccc1` gave ATG4B inh 7, MPTP inh 8.8, SENP8 inh -170, SENP1 inh -149, PfG6PD inh 2, SENP6 inh -16, NR3A LBD binder -2 and hIAP activ 1.1.
`COc1ccc(OC)c(CNC(=O)C(C)n2nc(C)c3c(C)n(-c4ccccc4)nc3c2=O)c1` (configuration not stated) gave ATG4B inh 2, MPTP inh -2.6, SENP8 inh 8, SENP1 inh -1, PfG6PD inh 1, SENP6 inh -3, NR3A LBD binder 0 and hIAP activ 1.4.
`COc1c(C)cccc1C(=O)NC(=S)Nc1cccc2nsnc12` gave ATG4B inh 6, MPTP inh 0.9, SENP8 inh -38, SENP1 inh -3, PfG6PD inh 20 and NR3A LBD binder -1.
O=C(COc1ccc(Cl)cc1Br)N1CCN(S(=O)(=O)c2ccccc2)CC1 was read as ATG4B inh -7, MPTP inh 1.0, SENP8 inh 13, SENP1 inh 1, PfG6PD inh -12, SENP6 inh -23, NR3A LBD binder 0 and hIAP activ 1.3.
`CSc1ncccc1C(=O)NNc1cc(Cl)ccc1Cl` gave ATG4B inh -4, MPTP inh 0.5, SENP8 inh 8, SENP1 inh -2, PfG6PD inh 37, SENP6 inh -3, NR3A LBD binder -1 and hIAP activ 0.95.
Cc1ccccc1N1CC(C(=O)N2CC(C)OC(C)C2)CC1=O (configuration not stated) was read as ATG4B inh -10, MPTP inh 0.2, SENP8 inh 14, SENP1 inh 0, PfG6PD inh -7, SENP6 inh -15, NR3A LBD binder 0 and hIAP activ 0.92.
Screening O=C(CSc1nnc(-c2ccncc2)n1Cc1ccco1)Nc1ccccc1Cl returned ATG4B inh -14, MPTP inh -0.7, SENP8 inh 18, SENP1 inh 0, PfG6PD inh 8, SENP6 inh 11, NR3A LBD binder 1 and hIAP activ 1.2.
Screening Cc1ccc(C(=O)NCC(=O)OCC(=O)N2CC(C)OC(C)C2)cc1 (configuration not stated) returned ATG4B inh -2, MPTP inh -1.5, SENP8 inh 14, SENP1 inh -1, PfG6PD inh -9, SENP6 inh -9, NR3A LBD binder 1 and hIAP activ 1.2.
For CCn1nc(NC(=O)c2cccnc2)c2cc3ccccc3nc21 the results were ATG4B inh -3, MPTP inh 1.0, SENP8 inh -260, SENP1 inh -21, PfG6PD inh 2, SENP6 inh -6, NR3A LBD binder 0 and hIAP activ 0.77.
Screening Oc1c(Br)cc(Br)c(/C=N/n2c(-c3ccccc3)n[nH]c2=S)c1Br returned ATG4B inh 44*, MPTP inh 2.5, SENP8 inh 10, SENP1 inh 14, PfG6PD inh 40, SENP6 inh 6, NR3A LBD binder 0 and hIAP activ 1.1.
Screening Cc1nn(Cc2ccc(F)cc2)c2sc(C(=O)Nc3nccs3)cc12 returned ATG4B inh -1, MPTP inh 0.7, SENP8 inh -195, SENP1 inh -4, PfG6PD inh 8, SENP6 inh 7, NR3A LBD binder -21 and hIAP activ 1.1.
For COc1cc(OC)cc(C(=O)Nc2cccc(C(C)=O)c2)c1 the results were ATG4B inh -8, MPTP inh 2.3, SENP8 inh 21, SENP1 inh 1, PfG6PD inh -3, SENP6 inh 65*, NR3A LBD binder 1 and hIAP activ 1.1.
For Cn1c(N2CCCC2)nc2c1c(=O)[nH]c(=O)n2C the results were ATG4B inh 3, MPTP inh -0.2, SENP8 inh 5, SENP1 inh 2, PfG6PD inh 6, SENP6 inh 2, NR3A LBD binder -3 and hIAP activ 1.
CC1(C(=O)O)Sc2[nH]c(=O)sc2C2c3ccccc3OC(=O)C21 (configuration not stated) was read as ATG4B inh 6, MPTP inh -1.5, SENP8 inh 0, SENP1 inh -23, PfG6PD inh -7, SENP6 inh -22, NR3A LBD binder 2 and hIAP activ 0.88.
Screening CC(C)NC(=O)CS(=O)(=O)c1ccccc1 returned ATG4B inh -10, MPTP inh -2.3, SENP8 inh 2, SENP1 inh 0, PfG6PD inh -1, SENP6 inh -1, NR3A LBD binder 0 and hIAP activ 0.86.
`O=C(CCCOc1ccc(Cl)cc1Cl)Nc1ccccc1C(=O)O` gave ATG4B inh 3, MPTP inh 8.2, SENP8 inh -3, SENP1 inh 1, PfG6PD inh 0, SENP6 inh 86*, NR3A LBD binder -6 and hIAP activ 0.98.
Screening C[C@H]1CN([C@@H](C)CO)C(=O)CCCn2nncc2CO[C@H]1CN(C)S(=O)(=O)c1ccc(Cl)cc1 returned MPTP inh 0.8, SENP8 inh 10, SENP1 inh -1 and PfG6PD inh 10.
For Cc1noc(C)c1COC(=O)C1(c2cccc(F)c2)CCCC1 the results were ATG4B inh 0, MPTP inh -0.2, SENP8 inh 10, SENP1 inh -1, PfG6PD inh -13, SENP6 inh -18, NR3A LBD binder 1 and hIAP activ 0.9.
For Cc1ccc(-c2cc(C(=O)N/N=C/C=C/c3ccccc3)n[nH]2)s1 the results were ATG4B inh 0, MPTP inh 8.6, SENP8 inh -7, SENP1 inh 0, PfG6PD inh 13, SENP6 inh 11, NR3A LBD binder 19* and hIAP activ 0.89.
